RGS4 inh = human RGS4 inhibition. P49798. Potency, µM (highest dose often 114 µM), without a hit: at the highest dose activity change, negative = inhibition, usual class: inhibitors. 0.039% of 390,000 active. Transcreener GDP fluorescence polarization, RGS4-accelerated GTP hydrolysis; further: nearly all actives have a fitted effect of over 75% in size; some results filed as inactive show a strong effect at the top dose
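MLSMR compounds (23 nl, pin-transferred) preincubated 10 min at room temperature with a 500nM (2x) first reagent, then RGS4 at 900nM (2x) plus Transcreener GDP mix added; fluorescence polarization (620/688 nm) read before and after 90 min at 30 °C.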
GLS inh = blocks human kidney-isoform glutaminase activity; O94925; GLS enzymatic activity, qHTS titration; Potency, µM (titrated, usually from 45.5 µM), for the others: at the highest dose activity change, negative = inhibition, hits mostly inhibitors; 0.21% of 410,000 active; AID 624170
Target sequence (O94925 whole entry, looked up, canonical isoform): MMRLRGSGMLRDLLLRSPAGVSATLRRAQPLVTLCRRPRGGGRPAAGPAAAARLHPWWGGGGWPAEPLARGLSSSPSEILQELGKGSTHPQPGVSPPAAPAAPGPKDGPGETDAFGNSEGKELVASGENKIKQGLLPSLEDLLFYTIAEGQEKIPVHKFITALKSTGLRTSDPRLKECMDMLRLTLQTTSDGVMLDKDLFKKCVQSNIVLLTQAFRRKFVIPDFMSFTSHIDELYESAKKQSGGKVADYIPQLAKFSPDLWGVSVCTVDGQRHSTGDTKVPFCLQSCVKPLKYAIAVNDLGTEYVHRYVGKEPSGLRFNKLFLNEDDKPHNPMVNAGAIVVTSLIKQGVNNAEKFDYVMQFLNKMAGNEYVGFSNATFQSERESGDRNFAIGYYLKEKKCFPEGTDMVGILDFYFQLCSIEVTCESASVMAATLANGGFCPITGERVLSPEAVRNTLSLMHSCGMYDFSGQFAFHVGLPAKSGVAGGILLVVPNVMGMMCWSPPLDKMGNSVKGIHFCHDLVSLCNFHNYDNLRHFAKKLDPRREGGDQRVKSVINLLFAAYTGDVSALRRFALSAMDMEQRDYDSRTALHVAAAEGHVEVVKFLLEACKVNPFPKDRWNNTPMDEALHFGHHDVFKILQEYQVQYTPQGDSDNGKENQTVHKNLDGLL
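hKGA in 45 mM KH2PO4 (pH 8.2), 0.02% Tween-20 with compound, then 1mM L-Glutamine (stock as added) plus glutamate oxidase/HRP/Amplex red coupling mix. Fluorescence read initially and after 30 min at RT; signal change reflects glutamate formation.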
ALOX12 inh = blocks human arachidonate 12S-lipoxygenase; P18054; purified 12hLO, xylenol orange hydroperoxide absorbance; Potency, µM (series often up to 108 µM), without a hit: top-dose activity change, negative = inhibition, hits mostly inhibitors; 1.1% of 580,000 active; AID 1671190
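Hydroperoxide product was detected by ferrous iron/xylenol orange as the 573 to 405 nm absorbance ratio. Arachidonic acid at 40 uM (final) was turned over for 30 min at room temperature by 150 nM human 12hLO, pH 7.0 Hepes buffer, after 15 min compound preincubation.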
G9a block = blocks human histone lysine methyltransferase G9a; G9a H3K9 monomethylation, AlphaScreen, 2 h; AID 504332; 8.8% of 350,000 active; Potency, µM (highest dose often 102 µM), without a hit: at the top dose activity, negative = inhibition, most hits filed as inhibitors; further: nearly all actives have a fitted effect of over 75% in size
Target sequence (Q96KQ7 913-1193 limits assumed): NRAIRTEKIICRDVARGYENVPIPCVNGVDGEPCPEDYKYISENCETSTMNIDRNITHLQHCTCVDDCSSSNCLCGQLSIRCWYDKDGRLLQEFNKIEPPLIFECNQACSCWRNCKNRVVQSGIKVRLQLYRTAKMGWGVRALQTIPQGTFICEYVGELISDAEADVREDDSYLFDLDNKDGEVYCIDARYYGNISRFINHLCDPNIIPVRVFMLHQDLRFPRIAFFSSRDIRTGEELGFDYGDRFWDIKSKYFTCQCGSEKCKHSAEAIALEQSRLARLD
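AlphaScreen detection with an anti-monomethyl H3K9 antibody quantified product after a 2 h room-temperature reaction containing 500 nM biotinylated H3K9 peptide, 20 µM SAM and 20 nM enzyme, which had been preincubated 15 min with compound.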
An asterisk follows results filed as active; ? = inconclusive; · = no result given; [ ] = another dose, or the depositor's remark. The call rests on the fitted dose curve; in most records, active means well fitted curve in the direction sought with a large enough effect; inconclusive means small, poorly fitted or top-dose-only effect, or another doubt; inactive means no such curve, though single readings can be large; an effect the other way counts as inactive or inconclusive. On the % scale 0 is the no-effect control and ±100 the full control effect; potency means the concentration at half of the fitted maximal effect.

SMILES	RGS4 inh	GLS inh	ALOX12 inh	G9a block
CN1C(=O)CCC1c1cccnc1 (stereo not drawn)	-124%[56.9 µM]	-5%	·	28%[12.7 µM]
C=CCNC1=C2C[C@@H](C)C[C@H](OC)[C@H](O)[C@@H](C)/C=C(\C)[C@H](OC(N)=O)[C@@H](OC)/C=C\C=C(/C)C(=O)NC(=CC1=O)C2=O	?	5%	·	?
CC/C=C\C/C=C\C/C=C\C/C=C\C/C=C\CCCC(=O)O	?	32µM*	·	13%[59 µM]
C[C@@](Cc1ccccc1)(NC(=O)CN)c1ccccc1	-76%[56.9 µM]	-2%	·	-4%[12.7 µM]
Cc1ncsc1CN1CCC2(CC1)NCCc1c2[nH]c2ccccc12	·	·	-6%	·
O=C1N(Cc2ccccc2F)CCOC12CCN(Cc1ccccc1F)CC2	·	·	4%[176 µM]	·
CC[C@H]1CN(C(C)=O)CC[C@H]1CC(=O)NCCOC	·	·	-20%[176 µM]	·
CC[C@H]1CN(C(=O)Nc2cccc(OC)c2)CC[C@H]1CC(=O)NCc1ccccc1	·	·	?	·
O=C(NCC1CCN(c2cc(-c3ccc(F)cc3)[nH]n2)CC1)c1ccc2nc[nH]c2c1	·	·	86%[activator]	·
Cc1cn2nc(C(=O)N3CCN(C(=O)c4ccc(C)s4)CC3)cc2c(=O)[nH]1	·	·	24%	·
O=C(CSC12CC3CC(CC(C3)C1)C2)NC1CCCN(c2ncccn2)C1 (stereo not drawn)	·	·	-35%	·
N#Cc1cccc(CN2CCCC2=O)c1	·	·	19%	·
CC(C)(C)c1ccc(NC(=O)c2scc3c2CCCC3)cc1	·	·	-1%	·
O=C(c1cccs1)N1CCc2nc(OCC3CC3)ccc2C1	·	·	10%	·
CCOC(=O)C1=C(C)NC(=O)NC1c1cccc(Oc2ccc(Cl)cc2)c1 (stereo not drawn)	·	·	?	·
O=[S+]1([O-])NCC2(CCN(Cc3ccsc3)CC2)Oc2ncccc21	·	·	2%[6.33 µM]	·
CCOC(=O)c1c(C)[nH]c(C(=O)Cn2cnc3ccccc3c2=O)c1C	·	·	-17%	·
CC(NC(=O)CCc1ncc(-c2ccc(Cl)cc2)o1)c1ccc(S(C)(=O)=O)cc1 (stereo not drawn)	·	·	?	·
CC1=NS(=O)(=O)N(C)C=C1C(=O)OCc1noc(-c2cccs2)n1	·	·	13%	·
CCC(C)(NC(=O)Cc1c[nH]c2ccccc12)C(=O)NC1CCCC1 (stereo not drawn)	·	·	-15%	·
COc1cccc(CCNS(=O)(=O)c2cc(N3C(=O)C(C)(C)CS3(=O)=O)ccc2OC)c1	·	·	6%	·
COc1ccc(/C=C2\NC(=O)[C@@H]3Cc4ccccc4CN3C2=O)cc1	·	·	5%	·
CCc1ccc(NC(=O)c2sc3nc4c(cc3c2N)CN(C(C)C)CC4)cc1	·	·	?	·
CC(C)CC(NC(=O)C(C)NC(=O)OCc1ccccc1)c1ccccc1 (stereo not drawn)	·	·	-37%	·
Cc1c(Cl)cccc1NC(=S)NCC1(N(C)C)CCCCC1	·	·	-1%	·
COc1ccc(-c2cc3nc4c(c(=O)n3[nH]2)CN(C(=O)Cc2ccc(NC(C)=O)cc2)CC4)cc1	·	·	36%	·
Cn1c(SCC(=O)NC2CCCCCC2)nnc1-c1ccc(Cl)cc1	·	·	38%[activator]	·
CC(C)c1noc(-c2cn(C3CCN(C(=O)c4cccc5[nH]ccc45)CC3)nn2)n1	·	·	19%	·
CCCCCCCCS(=O)(=O)CCSc1cccc2cccnc12	·	·	6%	·
CC(=O)NC(=S)NNC(=O)c1ccc(C(C)(C)C)cc1	·	·	-32%	·
CN(C)CCCN=c1c2ccccc2n(C)c2[nH]c(=O)n(C)c(=O)c12	·	·	22µM*	·
Cc1nc(-c2cccs2)c(CC(=O)N2CCN(c3cccc(Cl)c3)CC2)s1	·	·	2%	·
O=C1CCSc2ccc3ccccc3c21	·	·	5%	·
C=CCN1[C@@H](C)[C@H](c2ccccc2)Oc2cccc(NCCc3ccccc3)c2S1(=O)=O	·	·	15%	·
CNC(=O)[C@H]1C[C@H](Oc2cccnc2)CN1C(=O)c1ccccc1	·	·	33%[activator]	·
Cc1ccc(NC(=O)c2cc3n(n2)CC(c2ccc(Cl)cc2)OC3)cc1C (stereo not drawn)	·	·	-13%	·
O=C(OCC(=O)N1CCc2ccccc21)c1ccccc1C(=O)c1ccc(Cl)c([N+](=O)[O-])c1	·	·	?	·
COc1ccc(-c2cnc(C)o2)cc1S(=O)(=O)Nc1ccc(F)cc1	·	·	0%	·
CCCCN1CC2(CCCN(C(=O)c3cc[nH]c3C)C2)CCC1=O (stereo not drawn)	·	·	72%[activator]	·
CCNCC(=O)OCC	·	·	?	·
Cc1cc(NCCc2cnccn2)nc(-c2ccccc2O)n1	·	·	3%	·
O=c1c(Cl)c(N2CCN(S(=O)(=O)c3ccc4ccccc4c3)CC2)cnn1-c1ccccc1	·	·	2%	·
C=CCNC(=O)COCC(=O)O	·	·	?	·
CSc1cccc(NC(=O)/C(=C/c2ccccc2Cl)c2ccccc2)c1	·	·	-25%	·
CC(C)NC(=O)C[C@@H]1C[C@H]2O[C@H](CNC(=O)Nc3ccc(F)cc3)[C@@H](O)[C@H]2O1	·	·	22%[176 µM]	·
Cc1cc(=O)c(C(=O)NCCc2ccccn2)c2n1-c1ccccc1SC(c1cccs1)C2 (stereo not drawn)	·	·	2%	·
CC(O)CNS(=O)(=O)c1cc(C(=O)O)ccc1Br (stereo not drawn)	·	·	?	·
COc1ccc(-c2nsc3c2NC(=O)CC3c2ccc(OC)cc2)cc1 (stereo not drawn)	·	·	0%	·
CCN1C(=O)CCc2cc(NC(=O)c3ccc(F)cc3)ccc21	·	·	39%[activator]	·
COC(=O)c1ccc(NC(=S)NCCO)cc1	·	·	-23%	·
COc1ccc(NC(=O)CCSc2nnc3scc(-c4ccccc4)n23)cc1	·	·	-20%	·
O=C(COc1ncnc2ccc(Br)cc12)N1CCCCC1	·	·	-5%	·
Clc1ccc(-c2noc(-c3ccco3)n2)cc1	·	·	-28%	·
CC(C)N1C(=O)C2(CCCC2)C1C(=O)NCCN1CCC(Cc2ccccc2)CC1 (stereo not drawn)	·	·	36%	·
CCn1cc(S(=O)(=O)N2C[C@@H](Oc3cccnc3)C[C@H]2C(N)=O)cn1	·	·	0%	·
COCCOCC1(CNCC2CCCC2)C[C@@H](O)[C@@H](O)C1 (stereo partly drawn)	·	·	67%[176 µM]	·
Cn1cc(CN2C[C@H](C(=O)Nc3ccc(F)cc3)C[C@H]2c2cccc(C(F)(F)F)c2)cn1	·	·	26%	·
O=C(Nc1ccc(Cl)c(C(F)(F)F)c1)/C(=C/c1ccc(F)cc1)c1ccc(-c2ccccc2)cc1	·	·	22%	·
COc1ccc(CCNC(=O)C2(C)CCOCC2)cc1	·	·	12%[12.5 µM]	·
O=C(CCc1ccccc1)N1CCC2(CC1)N=C(c1ccc(Cl)cc1)NO2	·	·	13%	·
(further entries)
SMILES	RGS4 inh	GLS inh	ALOX12 inh	G9a block
COC(=O)[C@]12C[C@H](CC(=O)NCCC(C)C)C(=O)N(Cc3ccc4c(c3)OCO4)C1=C[C@H](C(C)(C)C)O[C@@H]2C	·	·	2%	·
CCNC(=O)NC1=C(C#N)C(C)(C)Cc2ccccc21	·	·	6%	·
CNc1c(NC(=O)CCc2ccccc2)c(=O)oc2ccccc12	·	·	21%	·
Cc1ccc(OCc2nc(C3CN(C(=O)Cc4ccccc4F)C3)no2)cc1	·	·	16%	·
COC[C@@H]1CN(C(=O)CC2=CCCCC2)C[C@H]1c1ccncc1	·	·	44%[activator]	·
CCn1c(C2CCCNC2)nn(CCn2ccc(C)n2)c1=O (stereo not drawn)	·	·	?	·
c1cc(CNC2CCCC2)cs1	·	·	-18%	·
O=C(CSc1nc(=O)n(Cc2ccncc2)c2c1CCC2)Nc1ccc2c(c1)OCO2	·	·	31%	·
COc1ccccc1N1CCN(C(=O)C2CCCN(S(C)(=O)=O)CCC(=O)NCC2)CC1 (stereo not drawn)	·	·	52%[activator]	·
COCc1noc([C@@H]2CC(F)(F)CN2C(=O)C2CCC2)n1	·	·	13%	·
CCCNc1nc(N(C)C)nc(-n2cnc(SCC(=O)OCC)n2)n1	·	·	-2%	·
CCCCCCCCC1CCC(=O)O1 (stereo not drawn)	·	·	-6%[176 µM]	·
COc1ccc(C)cc1NC(=O)CC(C)(C(=O)O)c1ccccc1 (stereo not drawn)	·	·	?	·
CC(C)NC(=O)N1CCN2C(=O)N(Cc3ccc(F)cc3)C[C@H]2C1	·	·	29%[176 µM]	·
COc1ccc(N(C(C)C(=O)Nc2ccccc2Sc2ccccc2)S(C)(=O)=O)cc1 (stereo not drawn)	·	·	-25%	·
CC(=O)N1CCN(C(=O)Cn2ccc3cc(OCc4ccccc4)ccc32)CC1	·	·	-7%	·
Cc1ccsc1CN1CC(C(=O)NCc2ccncc2)C2(CCOCC2)C1 (stereo not drawn)	·	·	29%	·
CCOc1ncccc1NC(=O)N1CCN(c2cnccn2)CC1	·	·	13%	·
CC(C)NC(=O)NC[C@H]1OC[C@@H](NCc2ncc[nH]2)[C@@H]1O	·	·	?	·
CC(C)c1noc(-c2cn(C3CCN(C(=O)c4ccc(C#N)cc4)CC3)nn2)n1	·	·	-10%	·
Cn1nccc1C(O)c1cc2n(n1)CCN(S(=O)(=O)c1ccccc1)C2 (stereo not drawn)	·	·	?	·
COc1ccc2[nH]c3c(c2c1)CCN(C)C31CCN(C(=O)c2ccsc2)CC1	·	·	33%	·
COc1cccc(F)c1-c1ncc2c(n1)OCCN(c1cccc(C(F)(F)F)c1)C2=O	·	·	16%[176 µM]	·
O=C(c1cccn1C1CC1)N1CCC(CO)(CN2CCCC2)CC1	·	·	25%	·

One compound at a time, as listed above. Values in the order: RGS4 inh	GLS inh	ALOX12 inh	G9a block
COc1ccc(N(C(C)C(=O)Nc2ccccc2Sc2ccccc2)S(C)(=O)=O)cc1 (stereo not drawn) is listed with ·	·	-25%	·
COc1ccc(C)cc1NC(=O)CC(C)(C(=O)O)c1ccccc1 (stereo not drawn) is listed with ·	·	?	·

The results go on.
SMILES	RGS4 inh	GLS inh	ALOX12 inh	G9a block
O=C1CO[C@H]2CCN(Cc3ccccc3O)CC[C@@H]2N1Cc1ccccc1	·	·	18%[176 µM]	·
COC(=O)c1ccc(OCC(=O)c2ccc3c(c2)OCO3)c(OC)c1	·	·	-105%	·
O=C(COc1ccc2ccc(=O)oc2c1)NC(=O)NC12CC3CC(CC(C3)C1)C2	·	·	?	·
O=C(NC1CCCCC1)/C(=C/c1ccco1)c1ccccc1	·	·	?	·
Cc1noc(C)c1CCCNC(=O)c1ccc(N2CCN(CC3CC3)CC2)nc1	·	·	7%	·
CC(c1ccc(S(C)(=O)=O)cc1)N(C)C(=O)CCc1ncc(-c2ccccc2Cl)o1 (stereo not drawn)	·	·	19%	·
CN1CCCN(C(=O)c2ccco2)c2ccccc21	·	·	2%	·
Cc1[nH]c(C#N)c(C)c1C=O	·	·	24%	·
COc1cccc(C(=O)N2CC(Oc3cccc(-c4nc(-c5ccccc5)no4)c3)C2)c1	·	·	-2%	·
COc1ccccc1NC(=O)CSc1nc2c(=O)[nH]cnc2n1-c1ccc(C)cc1	·	·	15%	·
CN(C)CCN1CCC(CN)CC1	·	·	-13%	·

Filtered by structure: those above containing a cyano group
SMILES	RGS4 inh	GLS inh	ALOX12 inh	G9a block
N#Cc1cccc(CN2CCCC2=O)c1	·	·	19%	·
CCNC(=O)NC1=C(C#N)C(C)(C)Cc2ccccc21	·	·	6%	·
CC(C)c1noc(-c2cn(C3CCN(C(=O)c4ccc(C#N)cc4)CC3)nn2)n1	·	·	-10%	·
Cc1[nH]c(C#N)c(C)c1C=O	·	·	24%	·

Only G9a block, ALOX12 inh and RGS4 inh, for some of the entries so far:
Compound | G9a block | ALOX12 inh | RGS4 inh
Clc1ccc(-c2noc(-c3ccco3)n2)cc1 | · | -28% | ·
CN1C(=O)CCC1c1cccnc1 (stereo not drawn) | 28%[12.7 µM] | · | -124%[56.9 µM]
C=CCNC(=O)COCC(=O)O | · | ? | ·
Cc1ccc(OCc2nc(C3CN(C(=O)Cc4ccccc4F)C3)no2)cc1 | · | 16% | ·
CC[C@H]1CN(C(=O)Nc2cccc(OC)c2)CC[C@H]1CC(=O)NCc1ccccc1 | · | ? | ·
COC(=O)[C@]12C[C@H](CC(=O)NCCC(C)C)C(=O)N(Cc3ccc4c(c3)OCO4)C1=C[C@H](C(C)(C)C)O[C@@H]2C | · | 2% | ·

This is a subset (hit frequency here may not be typical).
